UBC9 SUMO inh: blocks human SUMOylation mediated by UBC9. 0.36% of 290,000 active. inhibition, % at 35 µM. HTRF SUMOylation assay, SAE1/SAE2 + UBC9, in vitro. P63279; in the data active means inhibition above about 50%, passing the limit was not always enough; further: strong numbers were not always called active
IDE cell activ: activators of human insulin-degrading enzyme in cells; activation, % at 5.96 µM; 0.073% of 340,000 active; HEK cells, FAbeta-B cleavage, fluorescence polarization; 0% vehicle, 100% cell-free pure enzyme wells; P14735; AID 493087;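 active means activation above the mean of all tested compounds plus 3 SD, set per screening campaign, cut at about 17% in these data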
Target sequence (P14735 whole entry, looked up): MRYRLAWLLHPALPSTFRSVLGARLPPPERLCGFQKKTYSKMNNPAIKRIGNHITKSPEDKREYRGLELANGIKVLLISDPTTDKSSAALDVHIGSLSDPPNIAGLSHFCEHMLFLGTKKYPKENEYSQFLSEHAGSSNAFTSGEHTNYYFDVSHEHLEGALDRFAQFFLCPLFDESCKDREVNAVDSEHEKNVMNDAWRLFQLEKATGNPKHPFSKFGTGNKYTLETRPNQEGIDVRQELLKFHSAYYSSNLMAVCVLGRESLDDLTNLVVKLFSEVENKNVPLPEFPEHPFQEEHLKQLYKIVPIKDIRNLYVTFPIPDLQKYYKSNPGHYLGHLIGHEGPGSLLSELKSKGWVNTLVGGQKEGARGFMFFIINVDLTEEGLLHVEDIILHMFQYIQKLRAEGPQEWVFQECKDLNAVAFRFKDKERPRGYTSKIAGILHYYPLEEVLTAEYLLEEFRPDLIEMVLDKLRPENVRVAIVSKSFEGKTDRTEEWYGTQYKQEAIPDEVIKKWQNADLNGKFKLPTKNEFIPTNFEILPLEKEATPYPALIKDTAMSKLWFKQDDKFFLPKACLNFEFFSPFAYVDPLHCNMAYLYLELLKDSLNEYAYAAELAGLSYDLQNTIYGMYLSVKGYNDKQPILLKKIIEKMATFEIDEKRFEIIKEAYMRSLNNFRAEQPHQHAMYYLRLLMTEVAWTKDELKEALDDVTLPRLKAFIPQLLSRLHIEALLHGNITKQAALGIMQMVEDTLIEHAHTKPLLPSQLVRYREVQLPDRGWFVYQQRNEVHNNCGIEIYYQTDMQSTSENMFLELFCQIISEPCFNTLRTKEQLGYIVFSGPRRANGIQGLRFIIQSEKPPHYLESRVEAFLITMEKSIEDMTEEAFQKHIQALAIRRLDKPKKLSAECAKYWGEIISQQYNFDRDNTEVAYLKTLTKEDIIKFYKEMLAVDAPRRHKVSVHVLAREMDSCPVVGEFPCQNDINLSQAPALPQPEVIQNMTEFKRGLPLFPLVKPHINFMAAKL
NALP1 inh: inhibitors of NALP1 inflammasome in yeast | 0.61% of 280,000 active | inhibition, % at 10 µM | S. cerevisiae NALP1/ASC/caspase-1 growth, X-gal OD620, 72 h; in the data active means inhibition mostly above about 24%, no sharp cut-off; inactive means mostly below about 32%; further: some compounds called inactive have numbers as strong as hits
IDE inh: inhibits human insulin-degrading enzyme in HEK cells. 0.41% of 320,000 active. AID 434962. inhibition, % at 5.59 µM. P14735. FAbetaB cleavage, fluorescence polarization;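 active means percent inhibition above the average of all tested compounds plus 3 SD, set per screening campaign, cut at about 16% in these data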;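 further: IDE supplied by intact live HEK cells; FP after avidin binding of uncleaved biotin substrate so inhibition keeps polarization high; 0% = DMSO wells and 100% = 60 µM reference IDE inhibitor Ii1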
PfM18AAP inh: PfM18AAP enzyme inhibition; inhibition, % at 7.35 µM; 1.2% of 290,000 active; recombinant PfM18AAP, H-Glu-NHMec fluorogenic cleavage; AID 1822;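 active means inhibition above the campaign mean inhibition over all tested compounds plus 3 SD, cut at about 28% in these data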;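 further: 0% = plate median of test compound wells and 100% = 2 mM ZnCl2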
MEKK2mut PB1 HTS: signal of MEK5 binding to mutant human MEKK2 PB1 domain | AID 1530 | bead flow cytometry, Alexa488-MEK5 binding to MEKK2 mutant | 0.35% of 290,000 active | percent response, % at 10 µM; in the data active means percent response above about 24%, passing the limit was not always enough; further: inactives centre near 1; some results filed as inactive read as strong as hits; reference of the scale not given here
MEKK3 PB1 HTS: raises or lowers MEK5 binding to the human MEKK3 PB1 domain; 1.4% of 290,000 active; AID 1529; binding response (% of control), % at 10 µM; bead-based flow cytometry, Alexa488-MEK5 binding to MEKK3; actives lie on both sides; 0 = blocked by unlabeled MEK5, 100 = vehicle;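 active means binding response more than 3 SD above or below the average of its plate-row segment, actives on both sides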;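 further: Alexa488 bead fluorescence after subtracting the streptavidin-only scavenger bead signal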
MEKK2wt PB1 HTS: raises or lowers MEK5 binding to wildtype human MEKK2 PB1 domain | bead flow cytometry, Alexa488-MEK5 binding to MEKK2 WT; actives lie on both sides | binding response (% of control), % at 10 µM | 1.1% of 290,000 active; in the data active means binding response below about 67% or above about 130%
p-CIP stab down: compounds decreasing mouse p/CIP protein stability; F442A p/CIP-EGFP cells, EGFP fluorescence, 16 h; Q05BA5; 0.01% of 290,000 active; decrease of EGFP signal, % at 10 µM;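 active means EGFP signal decrease of at least 30% at 10 µM or well 3 SD below plate mean, unless failing retest; inactive means the rest, including hits failing retest or dose response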; further: some compounds called inactive have numbers as strong as hits; many of its hits are not listed in these tables
Numbers without * were called inactive; . = no result given; [ ] = remark or other dose.

SMILES	UBC9 SUMO inh	IDE cell activ	NALP1 inh	IDE inh	PfM18AAP inh	MEKK2mut PB1 HTS	MEKK3 PB1 HTS	MEKK2wt PB1 HTS	p-CIP stab down
CN1CCN(CC(=O)Nc2ccc([N+](=O)[O-])cc2C(=O)c2ccccc2)CC1	9	3	9	-1	3	0	99	109	-11
CCCC(=O)NC(Oc1ccc(C(C)=O)cc1)C(Cl)(Cl)Cl (stereo unspecified)	4	2	-8	-3	-1	-9	103	98	-6
Cn1c(O)c(C2=NN(C(=O)CCl)C(c3ccccc3)C2)c(=O)n(C)c1=O (stereo unspecified)	8	8	-8	6	-4	5	100	96	-11
O=C(C1CCN(c2nc3ccc(Br)cc3s2)CC1)N1CCC2(CC1)OCCO2	-19	-4	5	2	-2	-4	92	91	4
CC1(C)C(C(=O)N2CCN(c3ccc(Cl)cc3)CC2)C1(C)C	12	1	17	3	2	-12	98	98	-15
Oc1cc2c(cc1CN1CCN(c3ccccc3)CC1)OCO2	16	0	-13	0	1	0	103	103	-9
COc1ccc(CCn2c(O)c(/C=N/N3CCCCC3)c(=O)[nH]c2=O)cc1OC	-12	3	23	1	-9	8	101	101	-14
CSc1ccc(CN2CCN(c3ccccc3C)CC2)cc1	-6	7	11	3	-2	8	108	119	0
Cc1ccc(CN2CC3CC(C2)c2cccc(=O)n2C3)cc1 (stereo unspecified)	20	-1	6	-1	-1	1	100	97	-8
CN1CCN(Cc2ccc(N)cc2)CC1	8	0	5	1	2	-6	96	98	3
CN(C)CC1CSCCC1(O)c1ccccc1 (stereo unspecified)	-26	0	-13	-2	2	2	119	112	-4
N=c1c[n+](C2CCCCC2)[n-]o1	-12	4	-2	0	0	11	103	109	-3
Cc1ccc(Cn2nnnc2CN2CCC(n3nnc4cc(C)ccc43)CC2)cc1	10	-8	6	9	-5	-1	102	98	-8
CC(=Nc1ccc2c(c1)CCC2)c1c(O)n(C)c(=O)n(C)c1=O	6	3	21	4	.	3	98	102	-11
COC(=O)C1=C(c2cc3ccccc3o2)C[C@@H]2CC[C@H]1N2C(=O)N1CCOCC1	.	-3	.	5	.	2	102	102	.
CN1C(=O)N(C)C(=O)C2(Cc3cc(NC(=O)c4ccccc4)ccc3N3CCCC32)C1=O (stereo unspecified)	11	4	18	-1	-5	1	99	96	-7
CN1C(=O)N(C)C(=O)C2(Cc3c(nc4ccccn4c3=O)N3CCc4ccccc4C32)C1=O (stereo unspecified)	7	-1	-6	-7	-7	0	106	91	4
CCCCn1c(O)c(C(CC)=NCc2cccnc2)c(=O)[nH]c1=O	20	-1	8	3	-2	6	105	110	-2
COc1ccc(NC(=S)NC(NC(=O)CF)C(Cl)(Cl)Cl)cc1[N+](=O)[O-] (stereo unspecified)	5	4	8	2	-2	-1	102	101	-9
O=C(Cc1ccccc1[N+](=O)[O-])N1CCN(Cc2ccc3c(c2)OCO3)CC1	-21	.	-6	7	6	-14	46*[inhibitor]	55	-3
CCCCCSc1cc(O)c(C(CNC)C(C)C)cc1OC (stereo unspecified)	-6	3	28	1	2	0	102	112	-12
CCC(=NCc1ccco1)c1c(O)n(-c2ccccc2C)c(=O)[nH]c1=O	12	0	14	8	-10	2	103	103	-3
CSc1nnc([C@@H](N)Cc2c[nH]c3ccccc23)o1	19	4	6	8	-10	3	102	102	10
CCCCCCOc1ccc(CN2CCN(CC)CC2)cc1	8	4	19	-8	-3	1	99	105	2
C/C(=N\N1CCCCCC1)c1c(O)n(-c2ccc(C)cc2)c(=O)[nH]c1=O	-1	1	22	4	1	-2	104	93	-5
COc1ccc(CN2CCN(c3ccccc3F)CC2)c(OC)c1	22	.	22	-1	-1	.	.	.	10
CC(=NCc1ccc2c(c1)OCO2)c1c(O)n(-c2ccc(C)cc2)c(=O)[nH]c1=O	19	8	.	0	-2	9	109	101	-8
CSc1ccc(C(=O)C2CCCN(CCCn3cccn3)C2)cc1 (stereo unspecified)	-10	3	2	-1	5	6	106	107	-11
CC(=O)Nc1ccc(OC(=O)N(C)c2ccc(C)cc2)cc1	9	-4	0	2	6	18	106	111	6
CCCCOC(=O)c1ccc(NC(=O)c2c(O)[nH]c(=O)[nH]c2=O)cc1	.	-4	.	-3	.	0	88	97	.
CCOc1ccc(-c2cc(C)[n+](CCc3ccc(OC)c(OC)c3)c(-c3ccc(OCC)cc3)c2)cc1	13	5	15	.	2	37*	113	141*	-16
CCC(=NCc1cccnc1)c1c(O)n(C2CCCCC2)c(=O)[nH]c1=O	4	1	10	2	3	-2	96	94	-1
CCOP(=O)(OCC)C1(C(=O)O)CCCC1	2	6	9	7	-3	2	96	100	-6
Cc1c(N=Nc2c(O)[nH]c(=S)[nH]c2=O)c(=O)n(-c2ccccc2)n1C	-9	5	20	10	13	18	110	101	-2
CC(=O)N(C1=NCCCS1)c1ccc(F)cc1	14	-3	5	-3	-9	3	100	99	-3
Cn1c(O)c(C=NC2CCCCC2)c(=O)[nH]c1=S	11	4	4	-10	4	-1	99	98	-8
O=c1[nH]c(O)c(N=Nc2cc(C(F)(F)F)ccc2Cl)c(=O)[nH]1	2	-4	9	1	-20	-10	86	85	11
CN=C1CN(O)C(c2ccccc2)=c2cc(Cl)ccc2=N1	.	5	.	-1	.	3	100	100	.
NS(=O)(=O)c1ccc(N=Cc2c(O)n(-c3ccccc3)c(=O)[nH]c2=O)cc1	12	.	0	5	3	-2	71	79	-33
COc1cccc(OC)c1CN1CCCC(C(=O)c2cccc(Cl)c2)C1 (stereo unspecified)	7	-1	-14	1	1	9	106	117	12
CC(C)CN1CCN(Cc2ccccc2C(F)(F)F)CC1CCO (stereo unspecified)	26	4	1	4	-1	-4	99	100	-2
Clc1ccc(CNC2CN3CCC2CC3)cc1 (stereo unspecified)	5	2	17	-1	-14	-3	100	98	0
CSc1ncc(/C=C2/C(=O)NC(=O)N(c3ccc(Cl)cc3)C2=O)cn1	3	6	-5	.	2	-12	101	97	-2
CCCCCCCCCCCCn1ccc(=N)cc1	16	1	92*	-4	-3	42	108	173*	-20
Cc1ccc(S(=O)(=O)N(C)C)cc1NC(=O)C(C)[N+]12CCN(CC1)CC2 (stereo unspecified)	6	3	11	-3	-1	4	100	103	10
C/C(=N\N1CCCCC1)c1c(O)[nH]c(=O)[nH]c1=O	21	4	4	-1	0	-2	93	104	-32
O=c1c2ccccc2nc(/C=C/c2ccccc2F)n1-c1ccccc1O	-29	3	8	3	10	0	109	100	1
COc1cccc(-c2nc(CS(=O)CC(=O)N3CCC4(CC3)OCCO4)c(C)o2)c1 (stereo unspecified)	8	2	15	-1	1	.	.	.	-15
O=C1c2ccccc2C(=O)N1Cc1nc2ccccc2c(=O)n1-c1cccnc1	0	-2	-10	2	5	0	100	100	19
CCC(C)C1NC(=O)C(C(C)=O)=C1O (stereo unspecified)	-32	5	-4	-3	.	3	104	103	-11
CN(C)CCCNCC(=O)Nc1ccc(Cl)cc1C(=O)c1ccccc1	-19	10	2	-2	1	-2	87	98	-8
Cc1cc(OC(C)C(=O)NCC(O)c2ccccc2)c2c3c(c(=O)oc2c1)CCC3 (stereo unspecified)	19	2	18	-1	-1	-4	99	99	9
CN1CCN(C(=O)COc2ccc3ccccc3c2Br)CC1	-13	1	8	-2	2	10	101	103	2
Cc1cccc(OP(=O)(Oc2ccccc2)OC(c2ccccc2)C(F)(F)F)c1 (stereo unspecified)	-18	0	23	-1	-1	-3	83	86	0
CCOc1ccc(-c2cc(C)[n+](CCN3CCOCC3)c(-c3ccc(OCC)cc3)c2)cc1	45	5	-1	3	14	8	103	112	-26
COc1ccc(CC2(CCc3ccncc3)C(=O)NC(=O)NC2=O)c(OC)c1	-3	-1	21	7	-1	-14	94	91	-11
CC(C)CC(NC(=O)CCCNC(=O)CCC(=O)OC1O[C@H]2OC3(C)CC[C@H]4[C@H](C)CCC(C1C)C24OO3)C(=O)O (stereo partly specified)	8	1	30	-4	1	4	101	106	-15
CC(C)C(=O)Nc1nnc(CCN(CCc2nnc(NC(=O)C(C)C)s2)[N+](=O)[O-])s1	20	1	8	6	3	0	100	99	-18
COC(=O)C1=C(c2cc3ccccc3s2)C[C@@H]2CC[C@H]1N2C(=O)NCC1CC1	.	4	.	0	.	5	107	106	.
Clc1ccccc1CN1CCNCC1	9	2	25	2	-14	5	107	107	-9

Compound profiles, as listed above:
CC(C)C(=O)Nc1nnc(CCN(CCc2nnc(NC(=O)C(C)C)s2)[N+](=O)[O-])s1 in the list: UBC9 SUMO inh = 20; IDE cell activ = 1; NALP1 inh = 8; IDE inh = 6; PfM18AAP inh = 3; MEKK2mut PB1 HTS = 0; MEKK3 PB1 HTS = 100; MEKK2wt PB1 HTS = 99; p-CIP stab down = -18
COc1cccc(-c2nc(CS(=O)CC(=O)N3CCC4(CC3)OCCO4)c(C)o2)c1 (stereo unspecified) in the list: UBC9 SUMO inh = 8; IDE cell activ = 2; NALP1 inh = 15; IDE inh = -1; PfM18AAP inh = 1; MEKK2mut PB1 HTS = .; MEKK3 PB1 HTS = .; MEKK2wt PB1 HTS = .; p-CIP stab down = -15

The list continues.
SMILES	UBC9 SUMO inh	IDE cell activ	NALP1 inh	IDE inh	PfM18AAP inh	MEKK2mut PB1 HTS	MEKK3 PB1 HTS	MEKK2wt PB1 HTS	p-CIP stab down
Clc1ccc(-c2nc3ccc(Cl)cn3c2CN2CCCCC2)cc1	-14	-1	-5	.	1	-1	98	102	0
O=c1c2ccccc2nc(/C=C/c2ccccn2)n1-c1ccccc1	2	0	-2	-1	0	-1	101	98	4
NC(N)=N/N=C/c1cn(-c2ccccc2)nc1-c1cccs1	15	4	7	-5	6	27	103	184*	10
CC1CCSP(=O)(Oc2ccccc2)O1 (stereo unspecified)	2	-4	11	-3	-1	-5	88	88	-1
CCOC(=O)N(C)c1ccc(C(O)(C(=O)OC)C(F)(F)F)cc1 (stereo unspecified)	6	0	12	3	-3	4	86	89	8
CN1CCc2cc3c(c4c2C1Cc1ccccc1-4)OCO3 (stereo unspecified)	37	0	22	8	50*	10	94	106	-21
Cc1cc(S(=O)(=O)NC(C)C)ccc1OCC(=O)N1CCN(Cc2ccc3c(c2)OCO3)CC1	-9	0	11	4	-5	4	108	106	1
CSc1ncc(CN2CCCC(C(=O)c3cccc(Cl)c3)C2)cn1 (stereo unspecified)	-5	4	-14	2	-2	-10	102	97	-2
COC(=O)C1=C(N)Oc2cc(C)oc(=O)c2C12C(=O)Nc1ccccc12 (stereo unspecified)	15	-1	4	1	1	-3	99	98	-27
O=P1(Oc2ccccc2)C[C@@H](O)[C@@H](O)[C@H](COCc2ccccc2)O1 (stereo partly specified)	15	0	-7	0	.	8	90	92	1
Cc1ccc(C(=O)Nc2ccc(-n3ccnc3P(=O)(O)c3ccccc3)cc2)cc1	-12	6	6	1	10	2	99	97	6
CNC(=O)N(C)c1ccc(C(O)(C(=O)OC)C(F)(F)F)cc1 (stereo unspecified)	10	2	42*	0	5	-4	97	95	-11
NP(=O)(OCCCc1ccccc1)Oc1ccc(Cl)cc1 (stereo unspecified)	13	8	11	0	4	-1	104	102	-3
Cc1nc2c(-c3ccccc3)c(C)nn2c(C)c1CCC(=O)N1CCC2(CC1)OCCO2	6	3	12	1	-1	-29	44*[inhibitor]	101	5
COc1ccc(NC2=NCC(C)S2)cc1 (stereo unspecified)	-2	4	11	3	-14	-4	83	96	1
Cc1c(C=C2C(=O)N(C)C(=S)N(C)C2=O)c2ccccc2n1CC(=O)NCC1CCCO1 (stereo unspecified)	0	-4	3	.	-15	0	98	98	-6

This is a subset. The share of hits here may be higher or lower than overall.
